Nrf2 block = Nrf2 pathway inhibition | A549 ARE-Fluc reporter, luciferase luminescence, 18-24 h | Potency, µM (highest dose often 46 µM), without a hit: at the top dose activity change, negative = inhibition, hits mostly inhibitors | 2.1% of 360,000 active | AID 504444; note: potency is the fitted concentration of half-maximal effect; % is set by controls: 0 for no effect and ±100 for the full control effect; nearly all actives have a fitted effect of over 60% in size
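Quantitative HTS in A549 cells stably bearing an antioxidant response element-firefly luciferase construct. Inhibition of Nrf2-driven transcription was scored by luminescence after 18-24 h of compound exposure at 37 °C.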
TGFb inhibitor = inhibitors of TGF-b signaling. HepG2 CAGA-GFP TGF-b/SMAD3 reporter, GFP fluorescence, 18 h; TGF-beta stimulated, 500 pg/mL final. Potency, µM (series often up to 46.1 µM), for inactives: at the top dose activity, negative = inhibition, actives largely listed as inhibitors. 1.2% of 410,000 active. AID 588855; note: potency is the fitted concentration of half-maximal effect; % is set by controls: 0 for no effect and ±100 for the full control effect; nearly all actives have a fitted effect of over 65% in size
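Smad-responsive CAGA-GFP expression was quantified in HEPG2 cells exposed to compounds and 500 pg/mL final TGF-beta for 18 h at 37 degrees C; unstimulated wells defined full inhibition.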
Akt phos inh = blocks phosphorylation of Akt; Neuro2A IGF-stimulated pAkt S473 HTRF, 20 min; stronger effect = lower value; activity change, % for hits at 50 µM; 0.32% of 360,000 active; AID 651550; in the data active = activity change below about -80%; inconclusive = mostly about -51% to -80%; note: % is set by controls: 0 for no effect and ±100 for the full control effect
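Neuro2A cells (4,500/well, DMEM with 0.5% FBS) were treated with compound at a single 50 µM final concentration, stimulated with 6 nM IGF for 20 min at 37 °C, and lysed. Phospho-Akt Ser473 was read by HTRF as 665/615 ratio ×10^4.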
Nrf2 activator = Nrf2 pathway activation; AREc32 ARE-luciferase reporter (MCF7-derived line), luminescence, 24 h; Potency, µM (highest dose often 46.1 µM), without a hit: at the top dose activation, hits mostly activators; 0.31% of 410,000 active; AID 624171; note: potency is the fitted concentration of half-maximal effect; % of control where 0% means no effect; nearly all actives have a fitted effect of over 65% in size
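For detection, Steady-Glo was added and plates sat 30 min at RT; before that, AREc32_Fluc cells grown overnight in OPTI-MEM/5% FBS had been treated with 23 nL compound for 24 hr at 37 deg C.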
CCT modulator = changes cytosolic chaperonin activity; purified chaperonin ATPase assay, HTRF ADP detection, 30 min; activity change, % (no concentration beside the values), hits read low; 0.3% of 360,000 active; AID 651819; in the data active = activity change below about -30%; note: % is set by controls: 0 for no effect and ±100 for the full control effect
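TRiC at 40 or 20 nM final (batch-dependent) in 30 mM Tris pH 7.4, 100 mM KCl, 5 mM MgCl2, 1 mM DTT, with compound at single 76 uM and 10 uM ATP, 30 min at 37 deg C. ADP detected by HTRF Transcreener, 665/615 ratio.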
A549 tox = kills or reduces viability of A549 cells in Nrf2 counter-screen | A549 ARE-Fluc cells, CellTiter-Fluor viability, 18-24 h | Potency, µM (top dose mostly 46 µM), for inactives: at the highest dose activity change, negative = cytotoxicity, hits mostly inhibitors | 0.16% of 390,000 active; note: potency is the fitted concentration of half-maximal effect; % is set by controls: 0 for no effect and ±100 for the full control effect
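A549 ARE_Fluc cells in 5% FBS OPTI-MEM were exposed to compounds in concentration-response for 18-24 h at 37 deg C. Viability was read by CellTiter-Fluor fluorescence (Ex 405/Em 525) after 30 min, before the luciferase read.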
EPAC2 antagonist = antagonists of human EPAC2; Q8WZA2; AID 720708; EPAC2 GEF exchange of Rap1B-BODIPY-GDP, fluorescence; Potency, µM (titrated, usually from 114 µM), for the others: at the highest dose activity, negative = inhibition, most hits filed as inhibitors; 0.18% of 360,000 active; note: potency is the fitted concentration of half-maximal effect; % is set by controls: 0 for no effect and ±100 for the full control effect; nearly all actives have a fitted effect of over 45% in size; many of its hits are not listed in these tables
Target sequence (Q8WZA2 whole entry, looked up): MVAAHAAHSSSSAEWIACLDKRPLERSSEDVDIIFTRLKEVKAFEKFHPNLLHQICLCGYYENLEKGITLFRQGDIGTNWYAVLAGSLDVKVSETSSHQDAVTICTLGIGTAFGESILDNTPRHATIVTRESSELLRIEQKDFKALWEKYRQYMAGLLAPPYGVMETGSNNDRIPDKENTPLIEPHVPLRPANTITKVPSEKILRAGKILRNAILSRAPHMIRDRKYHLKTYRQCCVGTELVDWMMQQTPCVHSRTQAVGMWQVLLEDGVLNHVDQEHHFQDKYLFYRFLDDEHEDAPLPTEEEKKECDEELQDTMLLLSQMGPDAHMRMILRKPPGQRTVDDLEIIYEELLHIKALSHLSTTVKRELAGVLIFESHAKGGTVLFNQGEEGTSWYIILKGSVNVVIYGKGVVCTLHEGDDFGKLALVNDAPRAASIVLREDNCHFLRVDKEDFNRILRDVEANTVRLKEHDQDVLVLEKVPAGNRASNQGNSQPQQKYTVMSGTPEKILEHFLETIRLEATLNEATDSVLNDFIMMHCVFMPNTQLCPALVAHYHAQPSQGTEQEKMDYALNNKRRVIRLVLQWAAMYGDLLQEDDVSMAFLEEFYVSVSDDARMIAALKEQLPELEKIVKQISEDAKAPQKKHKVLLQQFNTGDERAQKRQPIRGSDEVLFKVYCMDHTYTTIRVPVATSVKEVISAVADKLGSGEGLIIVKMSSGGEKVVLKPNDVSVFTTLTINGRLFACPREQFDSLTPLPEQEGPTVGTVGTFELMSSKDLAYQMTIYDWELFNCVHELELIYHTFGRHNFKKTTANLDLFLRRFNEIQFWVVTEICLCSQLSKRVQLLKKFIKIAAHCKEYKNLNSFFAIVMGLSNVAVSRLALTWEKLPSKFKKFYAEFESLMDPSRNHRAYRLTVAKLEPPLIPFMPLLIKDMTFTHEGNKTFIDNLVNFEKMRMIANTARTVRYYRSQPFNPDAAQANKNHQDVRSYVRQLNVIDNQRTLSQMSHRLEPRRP
EPAC2 agonist = agonists of human EPAC2 (RAPGEF4) | 0.079% of 360,000 active | EPAC2 activation, biochemical qHTS; response scale: 100% = 6.5 mM cAMP response | Potency, µM (titrated, usually from 154 µM), inactives show at the highest dose activation, usual class: activators | Q8WZA2; note: potency is the fitted concentration of half-maximal effect; nearly all actives have a fitted effect of over 50% in size
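Nucleotide exchange monitored as fluorescence drop when BODIPY-GDP leaves Rap1B. Reaction: 100 nM EPAC2, 250 nM RAP1B-BODIPY-GDP, 50 uM GDP, room temperature, kinetic read over 30 min. Activity expressed relative to 6.5 mM cAMP.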
Mm-Cpn inhibitor = inhibitors of Methanococcus maripaludis chaperonin (MmCpn); purified Mm-Cpn ATPase, ADP Transcreener TR-FRET; Potency, µM (doses to about 76.9 µM), for the others: at the highest dose activity, negative = inhibition, actives largely listed as inhibitors; 0.031% of 330,000 active; note: potency is the fitted concentration of half-maximal effect; % is set by controls: 0 for no effect and ±100 for the full control effect; nearly all actives have a fitted effect of over 80% in size
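Purified archaeal chaperonin (25 nM final) was preincubated with compound for 10 min at 37°C, then ATP (10 uM final) was added for 30 min at 37°C in Tris pH 7.4/KCl/MgCl2/DTT buffer. ADP was quantified by HTRF Transcreener TR-FRET.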
* = called active by the depositor; i = inactive; ? = inconclusive; . = no result given; [ ] = another dose, or the depositor's remark. Unless noted, calls come from the whole dose curve; as a rule, active = well fitted curve in the direction sought with a large enough effect; inconclusive = small, poorly fitted or top-dose-only effect, or another doubt; inactive = no such curve, though single readings can be large; an effect the other way counts as inactive or inconclusive. These rows are one share of the data; count on the stated rates, not on these rows.

SMILES | Nrf2 block | TGFb inhibitor | Akt phos inh | Nrf2 activator | CCT modulator | A549 tox | EPAC2 antagonist | EPAC2 agonist | Mm-Cpn inhibitor
O=C(COC(=O)CCc1nc2ccccc2c(=O)[nH]1)Nc1c(Cl)cccc1C(F)(F)F | 1% | -7% | i | 3.1% | -0.2 | -1% | 5% | 9% | 1%
COc1cc(NS(C)(=O)=O)c(OC)cc1NC(=O)c1cccc(F)c1 | -20% | -1% | i | 5.2% | -8.3 | -1% | -1% | -5% | 2%
CC1(C)Cc2c(c(N3CCCC3)nc3sc(C(=O)Nc4ccccc4)c(N)c23)CO1 | -26% | 9% | i | 0.6% | 0.5 | -4% | 7% | 9% | -14%
CC1Cc2cc(S(=O)(=O)N3CCCCC3)ccc2N1C(=O)C1CCC1 (configuration not stated) | 2% | 7% | i | 5.5% | -1.3 | -3% | -18% | 2% | 0%
Cc1c(C#N)c(NC(=O)CCl)n(Cc2cccs2)c1C | 15µM* | 13µM* | i | ? | -2.2 | ? | -2% | 8% | -2%
COc1ccc(OC)c(C(O)c2coc3ccc(O)c(CN4CCOCC4)c23)c1 (configuration not stated) | 2% | 2% | i | 0.2% | 0.1 | 0% | -3% | 2% | 0%
C=CCC[C@@H](Cc1ccc(F)cc1)C(=O)OC[C@@H](Cc1c[nH]c2ccccc12)NC(=O)[C@H](CC=C)CC(=O)N(CCO)Cc1ccccc1 | 23µM* | ? | i | -4.8% | -1.2 | ? | -16% | 0% | 2%
CC(C)NCC(=O)Nc1c2c(nc3ccccc13)CCC2 | 1% | 2% | i | -0.2% | -1.6 | -5% | 10% | 3% | -1%
CN(C(=O)c1cccc(NC(=O)Cc2ccc(NC(=O)C3CCCN(C(=O)C4CC4)C3)cc2)c1)C1CCCC1 (configuration not stated) | -14% | 1% | i | 2.4% | -3.9 | -3% | 4% | 9% | .
O=C(Nc1ccccc1N1CCOCC1)C1CCCO1 (configuration not stated) | 3% | 1% | i | 0.0% | -0.5 | 8% | 8% | 0% | 2%
COC(=O)[C@@H](c1ccccc1)N(C)S(=O)(=O)c1cccc(S(=O)(=O)N(C)[C@@H](C(=O)OC)c2ccccc2)c1 | -2% | -3% | i | 0.6% | 2.4 | 8% | 5% | 7% | 1%
Nc1nc2nc(-c3ccccc3)cc(C(F)(F)F)c2s1 | -21% | ? | i | 8.4% | -0.5 | 0% | -10% | 0% | 1%
O=C(NCCN1C(=O)C2C3C=CC(C3)C2C1=O)N1CCCCC1 (configuration not stated) | 8% | 3% | i | 0.1% | 0.7 | 7% | -9% | 9% | -2%
CN(C)S(=O)(=O)N1CCN(S(=O)(=O)N(C)C)CC1 | -17% | -2% | i | -0.1% | -2.2 | 1% | -3% | 6% | 0%
O=C(Nc1ccc(S(=O)(=O)NCc2ccccc2)cc1)C1CCCCC1 | -17% | 2% | i | -0.2% | -2.7 | -6% | -3% | 0% | 3%
CCOc1ccc(S(=O)(=O)Nc2cccc(OC)c2)cc1 | -39% | 1% | i | -0.3% | 1.2 | 0% | -4% | 16% | 1%
CCOC(=O)N1CCC(=NNC(=O)COc2ccc(C#N)cc2)CC1 | -6% | 0% | i | 0.3% | -0.7 | 4% | 8% | 18% | -1%
CCOC(=O)C1=CN(Cc2cccc(F)c2)S(=O)(=O)NC1c1cccc(OC)c1 (configuration not stated) | 2% | 3% | i | 0.7% | -0.8 | 5% | -15% | 16% | 1%
CCn1c(C(C)NC(=O)c2cccs2)n[nH]c1=S (configuration not stated) | 4% | 0% | i | -0.1% | -1.2 | -3% | 6% | 8% | 1%
COc1ccccc1N1CC(C(=O)Nc2nnc(SCC(=O)NC(C)C)s2)CC1=O (configuration not stated) | 2% | -8% | i | -1.4% | -0.8 | -4% | 5% | 1% | -3%

An excerpt from above, reduced to CCT modulator, TGFb inhibitor and EPAC2 antagonist:
| smiles | CCT modulator | TGFb inhibitor | EPAC2 antagonist |
| --- | --- | --- | --- |
| CCOc1ccc(S(=O)(=O)Nc2cccc(OC)c2)cc1 | 1.2 | 1% | -4% |
| CCOC(=O)N1CCC(=NNC(=O)COc2ccc(C#N)cc2)CC1 | -0.7 | 0% | 8% |

More compounds follow:
SMILES | Nrf2 block | TGFb inhibitor | Akt phos inh | Nrf2 activator | CCT modulator | A549 tox | EPAC2 antagonist | EPAC2 agonist | Mm-Cpn inhibitor
O=[N+]([O-])c1cc(CS(=O)(=O)Oc2ccc(Cl)cc2)c(O)c([N+](=O)[O-])c1 | 0% | 0% | i | -0.3% | 1.9 | -28% | -12% | 6% | .
Fc1ccccc1N1CCN(Cc2cnc(Cl)s2)CC1 | -10% | 17% | i | -0.3% | 2.0 | 5% | 15% | -7% | -3%
C=C(C)COc1ccc(-c2[nH]ncc2-c2ccc(Br)cc2)c(O)c1 | 9% | 20µM* | i | 0.5% | 0.8 | 7% | -9% | 1% | -7%
Cc1nn(C)cc1S(=O)(=O)Nc1ccc(C(F)(F)F)cc1 | 12% | 8% | i | 1.5% | -1.2 | -3% | -1% | 6% | 0%
COc1ccc(C)cc1NC(=S)NC(C)c1ccc(OC)c(OC)c1 (configuration not stated) | -19% | 1% | i | -1.1% | 0.5 | 5% | ? | 0% | 2%
COC(=O)[C@@]1(Cc2ccc(F)cc2)[C@@H]2[C@@H](CC(=O)[C@H]2CC(=O)C(=O)N(C)C)CN1C(=O)c1ccccc1 | 7% | -19% | i | ? | 0.4 | -1% | 5% | 0% | -1%
Cc1cccc(NC2=CC(=O)OC(C)C2)c1 (configuration not stated) | 4% | -18% | i | -0.5% | -16 | -4% | 0% | 4% | -1%
Cc1ccc2nc3c(cc(S(=O)(=O)c4ccccc4)c(=N)n3Cc3ccco3)c(=O)n2c1 | -2% | -2% | i | 0.2% | -2.8 | -6% | -10% | -2% | 2%
CCCCN(C(=O)CN(C)CC(=O)Nc1cccc(OC)c1)c1c(N)n(CCCC)c(=O)[nH]c1=O | -1% | 19% | i | -0.3% | 0.1 | 0% | 4% | 4% | 1%
COCCN(C(=O)COC(=O)/C=C/c1cccs1)c1c(N)n(Cc2ccccc2)c(=O)[nH]c1=O | -13% | 24% | i | 3.8% | -0.1 | -1% | 15% | 9% | 0%
Cc1ccccc1Nc1nc(-c2cccc(Cl)c2)c2c(n1)-c1ccccc1OC2 | 20% | 0% | . | -0.3% | . | 2% | . | . | .
Cc1ccc(NC(=O)c2cccc(F)c2)cc1S(=O)(=O)N1CCCCCC1 | ? | -32% | i | 4.8% | -1.0 | -7% | -19% | 17% | -1%
Cc1ccc(S(=O)(=O)CC(=O)N2CCN(c3cccc(C(F)(F)F)c3)CC2)cc1 | 23µM* | -8% | i | -0.3% | 1.3 | -14% | -3% | -5% | 2%
Cc1cc(C(=O)OCC(=O)NCc2ccco2)c(C)n1-c1ccccc1 | 10% | ? | i | 5.7% | -2.7 | -14% | -3% | -7% | -9%
Cc1nn(CC(=O)NNC(=O)c2cccc(Br)c2)c(C)c1[N+](=O)[O-] | 3% | 7% | i | 3.6% | -11 | 6% | -5% | 17% | 1%
Nc1ccc(C(=O)N2CCCC2)cc1CS(=O)(=O)c1ccc(Cl)cc1 | -16% | 5% | i | 0.4% | 2.4 | -1% | 2% | 5% | 1%
C/C(=N\NC(N)=O)C1CC(Cc2ccccc2)C(=O)O1 (configuration not stated) | -9% | -2% | i | 0.3% | 0.0 | -4% | 0% | -5% | 0%
Nc1ncnc(Nc2cccc(C(F)(F)F)c2)n1 | -28% | 4% | i | -0.2% | -2.4 | 12% | -6% | 3% | 1%
OCCCN=C1CCCc2c1[nH]c1ccc(Cl)cc21 | -4% | -5% | i | 4.2% | -4.8 | 0% | -5% | 15% | 1%
CC(C)Sc1nnc(Cn2c(=O)sc3ccccc32)n1-c1ccccc1 | 5% | 11% | i | -0.7% | -0.3 | -6% | -1% | 14% | 4%
O=C(NC1CC1)c1ccc(COc2ccc(F)cc2)o1 | 2% | 42%[activator] | . | 1.6% | -1.0 | -5% | 6% | -81%[inhibitor][15.6 µM] | 1%
OCc1ccccc1-c1cnc2cccnn12 | . | 24% | i | -0.4% | -1.9 | . | 18% | 6% | .
Cc1nn(Cc2c(F)c(F)c(F)c(F)c2F)c(C)c1NC(=O)c1ccc(COc2ccc(Cl)cc2Cl)o1 | 16µM* | ? | i | -0.2% | -3.6 | -9% | -6% | 2% | 2%
CC(OC(=O)c1ccccc1C(=O)N(C)Cc1ccccc1)C(=O)NC1(C#N)CCCCC1 (configuration not stated) | 5% | -19% | i | -1.1% | -4.1 | -4% | 4% | -2% | 2%
COc1ccccc1NC(=O)Cc1noc(CSc2nnc(C)s2)n1 | 0% | -2% | i | -0.5% | -3.6 | 5% | 7% | -2% | 2%
CC(=O)Nc1ccc(S(=O)(=O)NC2=NCN(CCOC(=O)c3ccccc3)CN2)cc1 | -1% | -17% | i | -0.9% | 1.0 | -3% | 3% | -4% | 2%
Cn1c(N)c(C(=O)COC(=O)c2ccccc2C(=O)c2ccc(Cl)cc2)c(=O)n(C)c1=O | 5% | ? | i | 3.6% | 0.6 | -14% | ? | -6% | -2%
COc1cc2nc(CN3CCN(S(=O)(=O)c4ccc(Br)cc4)CC3)[nH]c(=O)c2cc1OC | ? | -12% | i | 4.6% | -5.6 | -6% | -1% | 14% | -5%
O=C(CN(C(=O)CCC(=O)Nc1nccs1)c1ccc(F)c(Cl)c1)NCc1ccco1 | . | ? | i | -0.1% | -0.4 | -6% | 11% | -5% | 3%
Cc1c(Br)ccc(NC(=O)CCN2C(=O)C3C4CCC(C4)C3C2=O)c1C (configuration not stated) | 7% | 0% | i | 0.6% | -0.4 | -3% | 7% | 3% | 0%
